Bioassay records: PubChem, National Center for Advancing Translational Sciences (NCATS)
POLH inh – qHTS for Inhibitors of Polymerase Eta; recombinant Pol eta, fluorescent DNA replication assay; Potency, µM (doses to about 114 µM), inactives show at the highest dose activity change, negative = inhibition, hits mostly inhibitors; hit rate 1.2% among 390,000; AID 588591, 2011; also: potency is read from the fitted curve at half-maximal effect; % is scaled to controls: 0 for no effect and ±100 for the full control effect
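Pol eta at 10 nM preincubated with compounds 15 min at room temperature; reaction started with fluorescent substrate (50 nM final) and read kinetically at 0 and 10 min.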
PGK inhibitor – qHTS Assay to Find Inhibitors of Phosphoglycerate Kinase | Phosphoglycerate kinase, glycosomal (Trypanosoma brucei brucei), P07378 | hit rate 0.043% among 380,000 | Potency, µM (series often up to 57.5 µM), without a hit: at the top dose activity change, negative = inhibition, hits mostly inhibitors | AID 602233, 2012 | PGK/GAPDH coupled, Kinase-Glo luminescence, 60 min; also: potency is read from the fitted curve at half-maximal effect; % is scaled to controls: 0 for no effect and ±100 for the full control effect; nearly all actives have a fitted effect of over 60% in size
Target sequence (P07378 whole entry, looked up): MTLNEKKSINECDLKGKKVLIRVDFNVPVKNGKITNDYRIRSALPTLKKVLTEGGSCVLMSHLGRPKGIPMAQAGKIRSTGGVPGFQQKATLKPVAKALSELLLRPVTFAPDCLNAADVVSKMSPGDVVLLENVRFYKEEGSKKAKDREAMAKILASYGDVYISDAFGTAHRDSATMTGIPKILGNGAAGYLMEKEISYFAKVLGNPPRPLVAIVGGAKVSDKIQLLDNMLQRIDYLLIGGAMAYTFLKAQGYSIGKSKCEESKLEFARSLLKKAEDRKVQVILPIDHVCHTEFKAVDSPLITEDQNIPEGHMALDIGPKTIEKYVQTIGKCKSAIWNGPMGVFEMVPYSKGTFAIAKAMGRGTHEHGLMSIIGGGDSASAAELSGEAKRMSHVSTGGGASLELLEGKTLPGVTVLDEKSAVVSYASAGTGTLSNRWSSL
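Luminescent ATP detection (Kinase-Glo Plus) follows a 60-minute room-temperature incubation, with wells lacking PGK as controls. Buffer: 100 mM TEA (pH 7.6), 5 mM MgCl2, 0.01% Tween-20. Coupling enzyme GAPDH (100 nM final) supplies unstable 1,3-BPG in-well.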
HP1b chromo inh – HTS for Inhibitors of HP1-beta Chromodomain Interactions with Methylated Histone Tails; Chromobox protein homolog 1 (Homo sapiens), P83916; hit rate 0.56% among 390,000; Potency, µM (highest dose often 114 µM), for inactives: at the highest dose activity change, negative = inhibition, hits mostly inhibitors; AlphaScreen HP1-beta / biotin-H3K9me3 peptide binding; AID 540317, 2011; also: potency is read from the fitted curve at half-maximal effect; nearly all actives have a fitted effect of over 70% in size; inactives centre near 23
Target sequence (P83916 whole entry, looked up): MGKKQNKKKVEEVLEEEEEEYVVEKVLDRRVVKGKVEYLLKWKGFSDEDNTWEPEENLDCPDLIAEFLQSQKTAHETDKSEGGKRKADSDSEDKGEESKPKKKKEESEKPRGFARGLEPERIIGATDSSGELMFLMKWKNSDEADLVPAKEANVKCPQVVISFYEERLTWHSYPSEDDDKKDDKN
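HP1-beta protein (50 nM final) preincubated 30 min at room temperature with biotinylated H3(1-18)K9me3 peptide (50 nM) in PBS pH 7.4, 0.01% Tween-20, then compound added for 30 min. AlphaScreen streptavidin donor/nickel chelate acceptor beads (10 ug/mL final), 30 min dark, luminescence read.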
BAZ2B inh – qHTS Assay for Inhibitors of BAZ2B | Bromodomain adjacent to zinc finger domain protein 2B (Homo sapiens), Q9UIF8 | AlphaScreen BAZ2B-H3K14Ac peptide displacement | Potency, µM (titrated, usually from 114 µM), for the others: at the top dose activity change, negative = inhibition, usual class: inhibitors | hit rate 4.4% among 360,000 | AID 504333, 2011; also: potency is read from the fitted curve at half-maximal effect; % is scaled to controls: 0 for no effect and ±100 for the full control effect; nearly all actives have a fitted effect of over 60% in size
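In this displacement format the biotinylated H3(5-23) peptide acetylated at Lys14 serves as ligand at 50 nM, with BAZ2B at 50 nM in PBS pH 7.4 containing 0.01% Tween-20. Donor and acceptor beads are 10 ug/mL final.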
JMJD2A Tudor inh – qHTS Assay for Inhibitors of JMJD2A-Tudor Domain; Lysine-specific demethylase 4A (Homo sapiens), O75164; Potency, µM (titrated, usually from 114 µM), without a hit: at the top dose activity change, negative = inhibition, most hits filed as inhibitors; AlphaScreen JMJD2A-Tudor / H3K4me3 peptide binding; hit rate 4.4% among 390,000; also: potency is read from the fitted curve at half-maximal effect; % is scaled to controls: 0 for no effect and ±100 for the full control effect; nearly all actives have a fitted effect of over 50% in size
GLS inhibitor – qHTS for Inhibitors of Glutaminase (GLS) | Glutaminase kidney isoform, mitochondrial (Homo sapiens), O94925 | GLS enzymatic activity, qHTS titration | Potency, µM (top dose mostly 45.5 µM), for the others: at the highest dose activity change, negative = inhibition, actives largely listed as inhibitors | hit rate 0.21% among 410,000 | AID 624170, 2012; also: potency is read from the fitted curve at half-maximal effect; % is scaled to controls: 0 for no effect and ±100 for the full control effect
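hKGA in 45 mM KH2PO4 (pH 8.2), 0.02% Tween-20 with compound, then 1mM L-Glutamine (stock as added) plus glutamate oxidase/HRP/Amplex red coupling mix. Fluorescence read initially and after 30 min at RT; signal change reflects glutamate formation.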
Pin1 inhibitor – qHTS Assay to Find Inhibitors of Pin1; Pin1 FP peptide displacement, HiFluor488, 10 min; Potency, µM (highest dose often 115 µM), without a hit: top-dose activity, negative = inhibition, hits mostly inhibitors; hit rate 0.009% among 390,000; AID 504891, 2011; active = well fitted inhibition curve with a large enough effect in the polarisation, with a control signal flat, not every such curve was filed as active; inconclusive = small, poorly fitted or top-dose-only effect, or effect the other way, or a change in a side signal; inactive = no such curve, though single readings can be large or run the other way; the % refers to the polarisation; also: potency is read from the fitted curve at half-maximal effect; % is scaled to controls: 0 for no effect and ±100 for the full control effect
Target sequence (Q13526 whole entry, looked up): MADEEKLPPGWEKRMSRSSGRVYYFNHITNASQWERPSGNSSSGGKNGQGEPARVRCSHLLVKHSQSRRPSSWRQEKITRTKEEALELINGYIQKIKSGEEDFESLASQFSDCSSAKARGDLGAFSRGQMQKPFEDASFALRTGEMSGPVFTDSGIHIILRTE
PI4K2A inh – qHTS for small molecular inhibitors of PI4K2A. purified PI4K2A, ADP-Glo luminescence, 1 h; active compounds read low. activity change, negative = inhibition, % at 76.9 µM. hit rate 0.13% among 420,000; in the data active = activity change below about -50%; inconclusive = mostly about -30% to -49%;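 also: -100% = wells without enzyme as full effect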
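ADP-Glo luminescence measured ADP generated by PI4K2A enzyme (4 ug/mL before mixing) with 1.2 mM PI substrate (pre-mix) and 300 microM ATP (pre-mix). Tris pH7.5 buffer with MgCl2, Triton X-100; 1 h reaction at ambient temperature.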
G9a inh – qHTS Assay for Inhibitors of Histone Lysine Methyltransferase G9a. G9a H3K9 monomethylation, AlphaScreen, 2 h. Histone-lysine N-methyltransferase EHMT2 (Homo sapiens), Q96KQ7. Potency, µM (series often up to 102 µM), inactives show top-dose activity, negative = inhibition, actives largely listed as inhibitors. hit rate 8.8% among 350,000; also: potency is read from the fitted curve at half-maximal effect; % is scaled to controls: 0 for no effect and ±100 for the full control effect; nearly all actives have a fitted effect of over 75% in size
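G9a (20 nM) was preincubated 15 min with compound, then reacted 2 h at room temperature with 500 nM biotin-H3K9 peptide and 20 µM SAM. Monomethyl-H3K9 detected by AlphaScreen using anti-H3K9me1 antibody.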
Active calls of the source: *; i = inactive; ? = inconclusive; . = not tested or not shown; [ ] = another dose, or the depositor's remark. Unless noted, calls follow the shape of the dose curve; as a rule, active = well fitted curve in the direction sought with a large enough effect; inconclusive = small, poorly fitted or top-dose-only effect, or another doubt; inactive = no such curve, though single readings can be large; an effect the other way counts as inactive or inconclusive. A portion of the library; the hit share may differ from the screen's.

entry | SMILES | G9a inh | GLS inhibitor | POLH inh | Pin1 inhibitor | BAZ2B inh
1 | CC(=O)Nc1ccc(NC(=O)c2ccccc2S(=O)(=O)c2ccc([N+](=O)[O-])cc2)cc1 | ? | 22.7% | -7.5% | -2.6% | -30.1%
2 | CC(C)CC1C(=O)N(Cc2cn(Cc3ccco3)nn2)CCS(=O)(=O)N1Cc1ccc(-c2ccc(F)nc2)cc1 (stereo not given) | . | -4.0% | -13.6% | . | .
3 | CC1(C)CC2(CC(c3cccs3)c3cc(Cl)c(O)cc3O2)NC(=S)N1 (stereo not given) | 20.3% | 0.6% | -15.8% | 0.1% | -0.2%[57.1 µM]
4 | COc1ccc(NC(=O)COc2ccccc2)cc1NC(=O)c1ccco1 | 9.7% | -13.2% | -21.8% | 0.4% | 8.9%
5 | O=C(N1CCOCC1)N(CCN1CCOCC1)Cc1cccc(Cl)c1 | 5.0%[59 µM] | -0.6% | -0.8% | 0.5% | 1.0%
6 | Cc1cccc(/C=N\N=C\c2cccc(C)c2)c1 | 3.6%[0.501 µM] | -3.2% | -21.8% | 1.3% | 54.0%[activator]
7 | O=C1CCN(Cc2ccccc2)C(=O)N1c1ccccc1 | . | 3.4% | 5.1% | 0.7% | 1.4%
8 | O=C(O)CNS(=O)(=O)c1cccc2nsnc12 | 3.0%[12.7 µM] | 6.7% | -11.5% | -8.8% | -27.2%
9 | O=C(N/N=C/c1ccc(Cl)cc1Cl)c1n[nH]c2c1CCCC2 | 13.3%[59 µM] | -0.9% | -2.2% | 0.9% | 4.3%
10 | CC1CCCN(S(=O)(=O)c2ccc3c(c2)OCCO3)C1 (stereo not given) | . | -3.3% | 5.2% | . | .

entry | JMJD2A Tudor inh | PI4K2A inh | PGK inhibitor | HP1b chromo inh
1 | -12.4% | -0.3 | -1.1% | 0.2%
2 | . | 3.6 | -8.7% | .
3 | -20.9% | 8.5 | -0.6% | -3.8%
4 | -21.0% | -21.4 | i | 31.4%
5 | -14.2% | -2.0 | i | 31.2%
6 | 31.3%[57.1 µM] | 0.6 | 5.9% | 143.5%[activator]
7 | -9.5% | -14.8 | -0.7% | 4.1%
8 | 14.1µM* | 1.8 | -3.5% | 10.3%
9 | -9.2% | -5.7 | i | 29.8%
10 | . | 4.8 | -8.6% | .

Other compounds follow.
entry | SMILES | G9a inh | GLS inhibitor | POLH inh | Pin1 inhibitor | BAZ2B inh
11 | C[C@@H]1[C@H]2CCCC[C@H]2CN(C(=O)OC(C)(C)C)[C@@H]1c1cn(Cc2ccccc2)c2ccc(F)cc12 | . | -2.1% | -18.1% | 1.7% | .
12 | CN(C)c1ccc(/C=N/NC(=O)c2ccc(CN3CCOCC3)cc2)cc1Br | -25.6% | -12.2% | -13.8% | 0.8% | -6.5%
13 | COc1cccc(-c2noc(CCC(=O)N3CCN(c4cc(C)ccc4C)CC3)n2)c1 | . | -11.0% | -6.0% | 0.9% | .
14 | CCNc1nc(SCCOc2ccc(C)cc2)nc(N(C)C)n1 | 48.1%[59 µM] | -6.4% | -4.7% | -7.0% | 17.7%
15 | CCc1nnc(NC(=O)[C@@H](NC(=O)c2cccc(C)c2)C(C)C)s1 | -43.6% | 2.8% | -4.2% | -4.1% | 1.0%
16 | Cc1ccc(S(=O)(=O)N2CCN(S(=O)(=O)c3c(C)n[nH]c3C)CC2)cc1C | 30.5%[12.7 µM] | -0.6% | 0.5% | 3.6% | 5.0%
17 | Cc1cc(C)n(C(=O)c2cccc([N+](=O)[O-])c2C)n1 | 19.2% | -14.5% | -16.1% | -4.2% | 8.3%
18 | CC(C)c1ccc(O)c(NC(=S)NC(=O)c2cccnc2)c1 | -13.7% | -22.8% | -24.9% | 1.0% | -14.7%
19 | Cc1cccc(OC(C)C(=O)N(Cc2cccs2)C2CCS(=O)(=O)C2)c1C (stereo not given) | -39.5%[12.7 µM] | -3.5% | -2.8% | 1.6% | -38.6%
20 | Cc1csc2ncc(C(=O)N3c4ccccc4CC3C)c(=O)n12 (stereo not given) | 0.8%[59 µM] | -2.1% | -7.4% | 1.0% | 9.0%
21 | Cc1ccnc(NC(=O)CCC(=O)N(CC(=O)NC2CCCCC2)c2cccc(C)c2C)c1 | ? | -7.9% | -13.3% | -10.7% | 5.2%

entry | JMJD2A Tudor inh | PI4K2A inh | PGK inhibitor | HP1b chromo inh
11 | -8.2% | -7.3 | 0.3% | 27.1%
12 | -9.0%[57.1 µM] | -22.5 | -3.6% | -16.8%
13 | -10.1% | -2.9 | -4.9% | 23.8%
14 | 49.5%[activator] | 0.2 | -0.6% | 52.8%[activator]
15 | -15.9% | -1.8 | -1.3% | 13.3%
16 | -3.2% | 3.7 | 8.5% | 30.8%
17 | -5.4% | 3.7 | -2.9% | 38.2%
18 | 3.5% | -2.7 | -9.4% | 14.7%
19 | -3.0% | 5.0 | -4.9% | 24.0%
20 | -12.9% | -0.9 | 1.2% | 26.9%
21 | 2.9% | 7.0 | -1.1% | 43.3%[activator]

JMJD2A Tudor inh: hit marks shown above
entry | SMILES | G9a inh | GLS inhibitor | POLH inh | Pin1 inhibitor | BAZ2B inh
8 | O=C(O)CNS(=O)(=O)c1cccc2nsnc12 | 3.0%[12.7 µM] | 6.7% | -11.5% | -8.8% | -27.2%

entry | JMJD2A Tudor inh | PI4K2A inh | PGK inhibitor | HP1b chromo inh
8 | 14.1µM* | 1.8 | -3.5% | 10.3%

An excerpt from above, limited to POLH inh, JMJD2A Tudor inh and PI4K2A inh.
| No. | compound | POLH inh | JMJD2A Tudor inh | PI4K2A inh |
| --- | --- | --- | --- | --- |
| 19 | Cc1cccc(OC(C)C(=O)N(Cc2cccs2)C2CCS(=O)(=O)C2)c1C (stereo not given) | -2.8% | -3.0% | 5.0 |
| 20 | Cc1csc2ncc(C(=O)N3c4ccccc4CC3C)c(=O)n12 (stereo not given) | -7.4% | -12.9% | -0.9 |

Pulled by compound from above, 3 records:
entry | SMILES | G9a inh | GLS inhibitor | POLH inh | Pin1 inhibitor | BAZ2B inh
15 | CCc1nnc(NC(=O)[C@@H](NC(=O)c2cccc(C)c2)C(C)C)s1 | -43.6% | 2.8% | -4.2% | -4.1% | 1.0%
20 | Cc1csc2ncc(C(=O)N3c4ccccc4CC3C)c(=O)n12 (stereo not given) | 0.8%[59 µM] | -2.1% | -7.4% | 1.0% | 9.0%
12 | CN(C)c1ccc(/C=N/NC(=O)c2ccc(CN3CCOCC3)cc2)cc1Br | -25.6% | -12.2% | -13.8% | 0.8% | -6.5%

entry | JMJD2A Tudor inh | PI4K2A inh | PGK inhibitor | HP1b chromo inh
15 | -15.9% | -1.8 | -1.3% | 13.3%
20 | -12.9% | -0.9 | 1.2% | 26.9%
12 | -9.0%[57.1 µM] | -22.5 | -3.6% | -16.8%
